Nrf2 ARE act – qHTS of Nrf2 Activators | AREc32 ARE-luciferase reporter (MCF7-derived line), luminescence, 24 h | Potency, µM (series often up to 46.1 µM), for inactives: at the highest dose activation, hits mostly activators | 410,000 tested, 0.31% active; note: potency is the fitted concentration of half-maximal effect; % of control where 0% means no effect; nearly all actives have a fitted effect of over 65% in size
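For detection, Steady-Glo was added and plates sat 30 min at RT; before that, AREc32_Fluc cells grown overnight in OPTI-MEM/5% FBS had been treated with 23 nL compound for 24 hr at 37 deg C.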
HepG2 tox – qHTS for Inhibitors of TGF-b: Cytotox Counterscreen. HepG2 CAGA-GFP viability, ATP luminescence, 18 h. Potency, µM (top dose mostly 46.1 µM), for inactives: at the highest dose activity change, negative = cytotoxicity, actives largely listed as cytotoxic. 410,000 tested, 0.76% active; note: potency is the fitted concentration of half-maximal effect; some results filed as inactive show a strong effect at the top dose
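HepG2 CAGA-GFP cells (1000/well, DMEM with 1% FBS) received compound, then TGF-beta at 500 pg/mL final, and were incubated 18 hours at 37 degrees C. Viability was read by CellTiter-Glo luminescence. Media-only wells were set as complete cell-killing and DMSO as no toxicity.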
A549 tox – Nrf2 qHTS screen for inhibitors: counterscreen for cytotoxicity; 390,000 tested, 0.16% active; A549 ARE-Fluc cells, CellTiter-Fluor viability, 18-24 h; Potency, µM (highest dose often 46 µM), without a hit: top-dose activity change, negative = cytotoxicity, most hits filed as inhibitors; note: potency is the fitted concentration of half-maximal effect; % is set by controls: 0 for no effect and ±100 for the full control effect
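A549 ARE-Fluc cells in 5% FBS OPTI-MEM, 5000 cells/well, rested 2 h then exposed to compounds in concentration-response for 18-24 h at 37 °C. Viability by CellTiter-Fluor fluorescence (Ex 405/Em 525) after 30 min; luciferase luminescence (BugLite, 15 min, RT) read afterwards.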
MmCpn inh – Inhibitors of TCP-1 ring complex (TRiC) of Methanococcus maripaludis (MmCpn): qHTS. Chaperonin Mm-Cpn (Methanococcus maripaludis). purified Mm-Cpn ATPase, ADP Transcreener TR-FRET. Potency, µM (titrated, usually from 76.9 µM), for the others: at the top dose activity, negative = inhibition, actives largely listed as inhibitors. 330,000 tested, 0.031% active. AID 504842, 2011; note: potency is the fitted concentration of half-maximal effect; % is set by controls: 0 for no effect and ±100 for the full control effect; nearly all actives have a fitted effect of over 80% in size
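ATPase turnover read by TR-FRET ADP competition (Eu cryptate antibody/ADP-d2, 665/590 nm): 10uM ATP final, 25nM Mm-CPN final, 30 min 37degC after 10-min compound preincubation, pH 7.4 Tris/KCl/MgCl2/DTT buffer.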
Nrf2 inh – Nrf2 qHTS screen for inhibitors; A549 ARE-Fluc reporter, luciferase luminescence, 18-24 h; AID 504444, 2011; Potency, µM (highest dose often 46 µM), without a hit: at the highest dose activity change, negative = inhibition, usual class: inhibitors; 360,000 tested, 2.1% active; note: potency is the fitted concentration of half-maximal effect; % is set by controls: 0 for no effect and ±100 for the full control effect; nearly all actives have a fitted effect of over 60% in size
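Nrf2 activity is the BugLite luminescence, read 15 min after reagent at room temperature, following CellTiter-Fluor cytotoxicity readout (30 min, 37C). Compound titrations were applied for 18-24 h to 5000 A549 ARE_Fluc cells/well in 5% FBS OPTI-MEM.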
CCT chaperon mod – High-Throughput Screening for Modulators of Cytosolic Chaperonin Activity; 360,000 tested, 0.3% active; AID 651819, 2012; activity change, % (test concentration not listed), hits read low; purified chaperonin ATPase assay, HTRF ADP detection, 30 min; in the data active = activity change below about -30%; note: % is set by controls: 0 for no effect and ±100 for the full control effect
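TRiC at 40 or 20 nM final (batch-dependent) in 30 mM Tris pH 7.4, 100 mM KCl, 5 mM MgCl2, 1 mM DTT, with compound at single 76 uM and 10 uM ATP, 30 min at 37 deg C. ADP detected by HTRF Transcreener, 665/615 ratio.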
ATXN viability – Viability Counterscreen for Primary qHTS for Inhibitors of ATXN expression; AID 651635, 2014; S2 cells (HEK-293 line with an ATXN2-luciferase reporter) viability, CellTiter-Fluor protease fluorescence, 24 h; Potency, µM (top dose mostly 56.7 µM), hits mostly cytotoxic; 400,000 tested, 0.49% active; note: potency is the fitted concentration of half-maximal effect; nearly all actives have a fitted effect of over 40% in size
pAkt inh – HTS Assay for Inhibitors of Akt Phophorylation: Primary Screen. Neuro2A IGF-stimulated pAkt S473 HTRF, 20 min; stronger effect = lower value. activity change, % for hits at 50 µM. 360,000 tested, 0.32% active; in the data active = activity change below about -80%; inconclusive = mostly about -51% to -80%; note: % is set by controls: 0 for no effect and ±100 for the full control effect
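Single-point screen (50 µM final compound) in Neuro2A cells stimulated 20 min with 6 nM IGF at 37 deg C. After lysis, Ser473-phosphorylated Akt read by HTRF (ex 330 nm, em 615/665 nm) as the 665/615 ratio.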
TGFb SMAD3 inh – qHTS for Inhibitors of TGF-b. HepG2 CAGA-GFP TGF-b/SMAD3 reporter, GFP fluorescence, 18 h; TGF-beta stimulated, 500 pg/mL final. Potency, µM (top dose mostly 46.1 µM), for inactives: top-dose activity, negative = inhibition, most hits filed as inhibitors. 410,000 tested, 1.2% active; note: potency is the fitted concentration of half-maximal effect; % is set by controls: 0 for no effect and ±100 for the full control effect; nearly all actives have a fitted effect of over 65% in size
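GFP signal (ex488/em500-530) from TGF-beta-stimulated HEPG2 CAGA-GFP cells, 500 pg/mL final, 18 h at 37 degrees C in DMEM plus 1% FBS, normalized to unstimulated and DMSO-stimulated controls.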
Numbers without * were called inactive; i = inactive; ? = inconclusive; . = not tested or not shown; [ ] = another dose, or the depositor's remark. Unless noted, calls come from the whole dose curve; as a rule, active = well fitted curve in the direction sought with a large enough effect; inconclusive = small, poorly fitted or top-dose-only effect, or another doubt; inactive = no such curve, though single readings can be large; an effect the other way counts as inactive or inconclusive.

SMILES	Nrf2 ARE act	HepG2 tox	A549 tox	MmCpn inh	Nrf2 inh	CCT chaperon mod	ATXN viability	pAkt inh	TGFb SMAD3 inh
COc1ccc2nccc(/C=C/c3ccnc4ccc(OC)cc34)c2c1	4.4%	7%	13%	-4%	1%	1.3	i	i	0%
CC(=O)NC(=S)Nc1cccc(S(=O)(=O)NC2=NCCC2)c1	0.1%	-57%	-11%	0%	-6%	-0.1	i	i	?
Cc1nc(S(=O)(=O)Nc2ccc3c(c2)OCCO3)cn1C	-0.5%	-1%	3%	-4%	2%	-2.1	i	i	14%
O=C(NCc1ccco1)/C(=C\C=C\c1ccccc1)NC(=O)c1ccco1	0.2%	-5%	-3%	-1%	11%	-2.4	i	i	-5%
COc1cc(-c2nc3cnccn3c2Nc2ccc3c(c2)OCCO3)ccc1O	7.9%	7%	-5%	-8%	9%	2.3	i	i	-7%
COc1ccccc1N1CCN(C(=O)CCCC2=NS(=O)(=O)c3ccccc3N2)CC1	-0.2%	10%	1%	2%	9%	-1.6	i	i	16%
CN(C)CCNc1ccc(-c2n[nH]c(=O)c3ccccc23)cc1[N+](=O)[O-]	-0.1%	-13%	1%	0%	?	-0.1	i	i	4%
CNC(=O)C(=O)NCC1OCCCN1S(=O)(=O)c1cccs1 (stereo unspecified)	-1.1%	-7%	0%	2%	7%	0.8	i	i	0%
COc1ccc(-n2nc(C(=O)NCC(=O)NCCCN3CCOCC3)c3ccccc3c2=O)cc1OC	-0.7%	2%	-4%	2%	3%	1.5	i	i	0%
O=C(N/N=C\c1ccco1)Nc1cccc(Cl)c1	5µM*	11%	-8%	-1%	?	-1.7	i	i	-16%
O=C(CN1C(=O)c2ccccc2C1=O)Nc1sc2c(c1C(=O)NCC1CCCO1)CCC2 (stereo unspecified)	-0.1%	2%	-6%	2%	.	-0.9	i	.	28%
Cc1ccc(-n2c(SCC(=O)N3CC(=O)Nc4ccccc43)nc3ccccc3c2=O)cc1	3.2%	-18%	-1%	-24%	?	-2.0	i	i	1%
Cn1cccc1/C=N/NC(=O)CNc1ccc2ccccc2c1	3.1%	29%	-1%	-2%	3%	1.5	i	i	19%
CC(C)(C)C(=O)O/N=C(\N)Cc1ccc(-c2csnn2)cc1	6.5%	-1%	-7%	0%	9%	1.5	i	i	10%
COc1ccc(CCNC(=O)c2ccc(Cl)cc2Cl)cc1OC	-0.6%	-1%	1%	2%	-6%	0.7	i	i	3%
CCCOc1cccn2c(N(C)C(=O)c3ccccc3F)c(CC)nc12	-0.2%	-38%	.	.	.	-1.1	i	i	?
OCCN(CC(O)Cn1ccc2ccccc21)CC(O)Cn1ccc2ccccc21 (stereo unspecified)	3.3%	-37%	?	-2%	2%	-4.7	i	i	?
COc1ccccc1-c1nc(-c2cccc(C)c2)no1	?	-16%	13%	1%	.	1.6	i	i	-2%
Cc1ccc(/C(O)=C2\C(=O)C(=O)N(CC(C)O)C2c2cccc(F)c2)cc1 (stereo unspecified)	-0.5%	-1%	-9%	0%	1%	-2.5	i	-113%*	2%
N#Cc1c(C(F)(F)F)cc(-c2ccco2)nc1SCc1ccncc1	?	-32%	2%	0%	-30%	-1.3	.	i	0%
Cc1cccc(C)c1NC(=O)CSc1nc2[nH]c(=O)cc(O)c2s1	-0.2%	2%	-1%	1%	6%	-0.9	i	i	-13%
COc1ccc(/C=C2\CN(Cc3ccccc3)C/C(=C\c3ccc(OC)c(O)c3)C2=O)cc1O	-1.9%	-64%	?	0%	?	0.8	?	i	5µM*
CCC(=O)c1c(NC)cc(C)oc1=O	0.1%	-24%	5%	3%	-23%	-0.6	i	i	-24%
O=C1NC(=O)C2(CCCC2c2ccccc2)N1 (stereo unspecified)	-0.4%	-28%	5%	.	2%	0.9	i	i	0%
CC(C)CCNC(=O)C1CCCCN1S(=O)(=O)c1ccc(F)cc1 (stereo unspecified)	0.1%	-2%	1%	3%	?	-3.1	i	i	-22%

Entries above containing an aryl thioether with sulfur outside any ring:
SMILES	Nrf2 ARE act	HepG2 tox	A549 tox	MmCpn inh	Nrf2 inh	CCT chaperon mod	ATXN viability	pAkt inh	TGFb SMAD3 inh
Cc1ccc(-n2c(SCC(=O)N3CC(=O)Nc4ccccc43)nc3ccccc3c2=O)cc1	3.2%	-18%	-1%	-24%	?	-2.0	i	i	1%
N#Cc1c(C(F)(F)F)cc(-c2ccco2)nc1SCc1ccncc1	?	-32%	2%	0%	-30%	-1.3	.	i	0%
Cc1cccc(C)c1NC(=O)CSc1nc2[nH]c(=O)cc(O)c2s1	-0.2%	2%	-1%	1%	6%	-0.9	i	i	-13%

The list goes on.
SMILES	Nrf2 ARE act	HepG2 tox	A549 tox	MmCpn inh	Nrf2 inh	CCT chaperon mod	ATXN viability	pAkt inh	TGFb SMAD3 inh
CCOC(=O)N1CCN(Cc2nc(N)nc(Nc3ccc(C)cc3C)n2)CC1	-0.1%	7%	-13%	-1%	?	-3.1	i	i	8%
COc1ccccc1/C=N/Nc1cc(C)nc2ccc(C)cc12	0.4%[9.22 µM]	-11%	7%	1%	?	-0.5	i	i	3%
CCN(CC(=O)NCc1cccs1)C(=O)/C=C/c1ccc(OC)cc1OC	-0.2%	4%	1%	3%	9%	-1.8	i	i	-2%
COc1ccc(Cl)cc1NC(=O)CCn1nc(C)cc1C	0.9%	5%	4%	.	0%	.	i	.	-7%
C=CC[C@@H](CC(=O)N[C@H](CO)Cc1ccccc1)C(=O)N[C@@H](COC(=O)[C@@H](CC=C)CC(=O)OC(C)(C)C)Cc1ccccc1	3.7%	-26%	-8%	-2%	-15%	-0.7	?	i	-9%
CC(C)(C)NC(=O)/C(=C/c1ccco1)c1ccccc1	2.9%	-31%	-4%	1%	-2%	1.3	i	i	21%
CCOC(=O)c1cc(S(=O)(=O)NC2CCN(C(=O)OCC)CC2)cn1C	4.4%	-8%	5%	0%	?	0.5	i	i	-27%
Cc1ccc(O)c(Sc2cc(C)ccc2O)c1	0.4%	-16%	-11%	1%	.	-0.6	i	i	?
CC(C)(C)OC(=O)NCCOC(=O)c1[nH]cnc1C(=O)NCc1ccccc1	0.3%	-20%	5%	2%	2%	-3.7	i	i	-1%
O=C(CCCCC(=O)Nc1ccc(F)cc1)Nc1ccc(F)cc1	-0.2%	5%	-7%	-1%	-14%	-1.2	i	i	9%
COc1ccc(CNCCC(c2ccccc2)c2ccc(OC(C)C)cc2)cc1OC (stereo unspecified)	0.6%	-104%	-17%	-2%	-4%	-0.4	i	i	?
CCN(CCN(C)C)C(=O)Cn1ncc2c1-c1cc(C)ccc1OC2	0.5%	11%	6%	-2%	1%	-1.4	i	i	0%
Cn1c(=O)c(C(=O)Nc2ncccn2)c(O)c2ccccc21	6.9%	-17%	5%	1%	?	-2.1	i	i	2%
COCCNC(=O)C(c1ccc(C)cc1)N(C(=O)CCC(=O)Nc1ccccn1)c1ccccc1C (stereo unspecified)	-0.9%	6%	-1%	1%	-5%	-0.8	i	i	11%
CCc1nnc(/N=C/c2c(O)n(-c3ccc(Cl)cn3)c(=O)c3ccccc23)s1	-0.7%	-2%	0%	-4%	-7%	-5.0	.	i	1%
COCCN(Cc1cc2cccc(C)c2n2nnnc12)C(=O)C(F)(F)F	0.2%	-11%	13%	0%	.	-2.7	i	i	4%
COC(=O)CCC(=O)OC1(C)C(=O)C=C2C=C(C3CC3)N(CC3CC3)C=C2C1=O (stereo unspecified)	-1.1%	4%	-8%	0%	2%	-2.3	i	i	2%
CC1(NS(=O)(=O)c2ccc(Cl)s2)CCS(=O)(=O)C1 (stereo unspecified)	2.6%	-22%	3%	0%	-14%	2.9	i	i	0%
COC(=O)CN1C(=O)[C@H]2[C@@H](c3ccc(C)o3)N3C(=O)CN(CCO)C(=O)[C@@]3(C)[C@H]2C1=O	-0.8%	-2%	-1%	0%	9%	-0.9	i	i	1%
CC(=O)N1c2ccccc2S(=O)(=O)c2ccccc21	-0.2%	-6%	-9%	0%	10%	-0.9	i	i	-24%
C[C@@H]1CCCCO[C@@H](CN(C)CC2CCCCC2)[C@@H](C)CN([C@H](C)CO)C(=O)c2cc(NS(=O)(=O)c3ccc(Cl)cc3)ccc2O1	-3.0%	-119%	.	.	.	-0.9	.	i	?
Cc1ccc(CNC(=O)CCCn2c(=O)c3ccccc3n(Cc3ccccc3C)c2=O)cc1	-0.6%	8%	0%	.	9%	.	?	.	29%
COC(=O)Cc1csc(Nc2c(C)n(C)n(-c3ccccc3)c2=O)n1	0.3%	6%	-3%	1%	11%	-1.0	i	i	11%
CCCN1C(=O)/C(=C/C=C2\N(CC)c3ccccc3C2(C)C)SC1=S	-0.4%	-3%	?	-1%	1%	-1.6	?	i	51%[activator]
C=CCN1C(=O)C(Cc2ccc(OC)cc2)S/C1=N/N=C/c1ccco1 (stereo unspecified)	8.2%	-2%	10%	-1%	15%	1.2	i	i	-7%
Cc1cc2oc(=O)cc(-c3ccccc3)c2c(C)c1-c1ccc(O)cc1	6.1%	-28%	-10%	0%	16µM*	0.0	i	i	?
O=C(CNC(=O)C12CC3CC(CC(C3)C1)C2)N1CCN(S(=O)(=O)/C=C/c2ccccc2)CC1	-0.8%	-13%	7%	0%	?	0.1	i	i	?
FC(F)(F)c1cccnc1N1CCN(c2ncnc3nc[nH]c23)CC1	-0.3%	3%	-3%	-1%	-27%	-0.9	i	i	-28%

Source: PubChem
